Source: PubChem BioAssay (Broad Institute)
S100A4 inh HTS: inhibitors of S100A4-myosin IIA peptide binding, primary screen, biochemical, fluorescence polarization, TAMRA-MyoIIA peptide; Protein S100-A4 (Homo sapiens), P26447; 0.14% of 360,000 active; inhibition, % at 10.7 µM;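 active = mean inhibition of at least 70% across replicates, with every replicate also reaching that level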
Target sequence (P26447 whole entry, looked up): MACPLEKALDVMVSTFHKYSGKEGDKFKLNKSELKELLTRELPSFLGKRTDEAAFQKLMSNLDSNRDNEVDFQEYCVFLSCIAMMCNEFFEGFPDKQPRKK
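Assay system: human S100A4 monomer with TAMRA-labelled myosin IIA peptide / Buffer or medium: Calcium-containing HEPES buffer, pH 7.2 / Reagent: TAMRA-labelled myosin IIA heavy-chain peptide probe, 5 nM / Compound: one dose per compound / Timing: polarization read 5 min after assay mix addition, stable 5–60 min / Benchmarks: neutral control DMSO, positive control TFP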
FN deposit inh: inhibitors of fibronectin matrix deposition, primary screen, AH1F cells, Alexa488-fibronectin fluorescence, plate reader; inhibition, % at 12.6 µM; AH1F fibroblasts, overnight; 0.086% of 350,000 active;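 active = mean inhibition across replicates of 30% or more, regardless of how many single replicates reach that level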;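 also: positive control wells lacked labelled fibronectin entirely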
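Material: AH1F fibroblast monolayer depositing Alexa488-labelled fibronectin into matrix / Amount: 10000 AH1F cells per well / Signal: fluorescence 485/525 nm / Medium: DMEM, 2% serum / Compound: single dose, pinned / Incubation: 1 h cell adhesion before compound, then overnight fibronectin incubation / Reagent: Alexa488-FN, 24 nM final / Read-out: inhibition of fibronectin deposition signal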
LGR2 inh: inhibitors of bursicon-induced LGR2 CRE-luciferase signal, primary screen, cell-based, HEK293, CRE-luciferase reporter, bursicon stimulation | Drosophila bursicon receptor LGR2 (rickets) | bursicon-stimulated, 4 h | inhibition, % at 9.99 µM | 0.35% of 380,000 active;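 active = drop in luminescence signal, shown as inhibition above about 50% in the replicate tests, limit read from the data, passing the limit was not always enough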;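 also: agonist challenge used bursicon conditioned medium at about half maximal strength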
PAX8 inh HTS: inhibitors of PAX8-driven TPO luciferase reporter, primary screen, RMG-I cells, single concentration | inhibition, % at 12.6 µM | 1.2% of 360,000 active | AID 652154, 2013 | SteadyGlo, 24 h;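 active = mean replicate inhibition at least 60% with every replicate also reaching 60%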;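 also: luciferase light reporting Pax8 driven TPO promoter activity; plate controls were median of neutral control wells for no effect and mitoxantrone controls for full effect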
PglD DTNB: C. jejuni PglD acetyltransferase inhibitors, primary screen, biochemical, DTNB colorimetric, single point; purified PglD enzyme, DTNB colorimetric CoA detection; 0.098% of 360,000 active; AID 602405, 2012; inhibition, % at 12.5 µM; UDP-N-acetylbacillosamine N-acetyltransferase PglD (Campylobacter jejuni); in the data active = inhibition above about 16%, passing the limit was not always enough; also: strong numbers were not always called active
PGC1a acetyl inh: inhibitors of PGC1a acetylation signal, primary screen, cell-based, U2OS, AlphaScreen, inhibitor mode. 0.17% of 350,000 active. inhibition, % at 15.6 µM. AlphaScreen anti-acetyl-lysine; with virally co-expressed GCN5 acetyltransferase;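 active = every replicate shows inhibition of at least 40%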;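 also: 0% = neutral control wells and 100% = positive control wells; some results beyond the cut were filed as inactive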
ERAP1 HTS inh: human ERAP1 aminopeptidase inhibitors, primary screen, biochemical, single point, plate reader; Endoplasmic reticulum aminopeptidase 1 (Homo sapiens), Q9NZ08; recombinant ERAP1, Leu-AMC fluorescence, 60 min; inhibition, % at 10.7 µM; 0.15% of 340,000 active; AID 652197, 2013;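 active = mean replicate inhibition of at least 30%, or all replicates individually reaching that 30% level; inactive = mean below 30% and not every replicate reaching it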;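 also: 0% = neutral control wells and 100% = L-leucinethiol positive control wells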
Target sequence (Q9NZ08 whole entry, looked up): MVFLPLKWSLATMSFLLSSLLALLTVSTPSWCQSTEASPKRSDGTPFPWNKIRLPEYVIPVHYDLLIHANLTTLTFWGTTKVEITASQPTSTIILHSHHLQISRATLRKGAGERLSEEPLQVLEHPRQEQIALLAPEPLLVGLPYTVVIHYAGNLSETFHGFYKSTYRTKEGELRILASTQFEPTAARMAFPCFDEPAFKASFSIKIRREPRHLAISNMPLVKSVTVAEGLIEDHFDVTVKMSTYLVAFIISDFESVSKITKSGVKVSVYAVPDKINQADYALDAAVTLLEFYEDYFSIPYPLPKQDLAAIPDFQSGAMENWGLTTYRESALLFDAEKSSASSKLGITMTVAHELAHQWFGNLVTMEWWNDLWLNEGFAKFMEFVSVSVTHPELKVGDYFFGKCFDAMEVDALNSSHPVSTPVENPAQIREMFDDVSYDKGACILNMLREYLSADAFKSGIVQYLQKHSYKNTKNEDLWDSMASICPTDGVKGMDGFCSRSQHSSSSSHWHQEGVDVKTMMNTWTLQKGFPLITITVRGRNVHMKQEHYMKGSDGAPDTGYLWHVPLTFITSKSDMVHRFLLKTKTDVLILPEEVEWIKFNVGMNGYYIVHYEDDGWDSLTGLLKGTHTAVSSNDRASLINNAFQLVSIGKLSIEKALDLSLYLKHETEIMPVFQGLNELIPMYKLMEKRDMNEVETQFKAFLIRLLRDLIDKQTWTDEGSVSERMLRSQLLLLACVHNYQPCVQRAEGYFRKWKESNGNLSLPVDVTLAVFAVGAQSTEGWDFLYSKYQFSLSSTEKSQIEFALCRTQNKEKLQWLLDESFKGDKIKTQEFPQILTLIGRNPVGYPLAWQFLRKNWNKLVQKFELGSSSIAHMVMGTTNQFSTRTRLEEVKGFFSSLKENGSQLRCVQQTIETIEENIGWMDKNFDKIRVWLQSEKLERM
EWS-Fli block: EWS/Fli-driven NR0B1 reporter inhibitors, primary screen, A673 cells, NR0B1 luciferase, luminescence, MLPCN library; 0.67% of 350,000 active; inhibition, % at 12.6 µM; viability-normalised;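 active = mean inhibition of at least 50% after viability correction, with every replicate also passing that limit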;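 also: firefly luciferase signal divided by Alamar Blue viability fluorescence both relative to DMSO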
Starred values were filed as active, the others as inactive; . = not tested or not shown; & = joins results of further samples.

SMILES	S100A4 inh HTS	FN deposit inh	LGR2 inh	PAX8 inh HTS	PglD DTNB	PGC1a acetyl inh	ERAP1 HTS inh	EWS-Fli block
COc1ccc(S(=O)(=O)N2CCN(c3cnccn3)CC2)cc1OC	-6.1	-6.2	-15.7	3.3	-2.6	.	-1.3	7.0
Cc1cccn2c(=O)c3cc(C(=O)NCC4CCCO4)c(=N)n(C4CCCCC4)c3nc12 (stereo unspecified)	0.0	-10.0	10.8	5.2	0.5	16.4	-57.1	6.8
COc1cccc(S(=O)(=O)N2C[C@@H](O)COC[C@@H]3O[C@@H](CC(=O)N4CCOCC4)CC[C@H]32)c1	5.9	5.1	5.9	-8.6	-0.6	-0.9	-1.4	-2.6
COc1ccc(S(=O)(=O)/N=C2/NC(=O)/C(=C/c3ccco3)S2)cc1	-1.7	6.3	11.2	70.0*	.	.	8.0	-7.8
COc1ccc(-c2nc3ccccc3c(=O)n2NC(=S)N(C)C)cc1	.	-10.2	5.2	-6.1	-1.6	0.9	.	.
N#CC(C#N)=C(N)/C(C#N)=C/c1cc(O)c(O)c(O)c1	-13.9	-3.7	-2.9	-0.8	-0.1	0.7	8.4	-0.1
CSc1nc2sc3c(c2c(=O)n1C)CCC3	-0.1	13.7	-7.5	-11.2	0.0	.	0.2	-2.8
COc1ccc(CN(C)C[C@@H]2Oc3c(NC(=O)c4cc(C)nn4C)cccc3C(=O)N([C@H](C)CO)C[C@@H]2C)cc1	3.0	.	17.9	-21.1	.	-4.3	-0.9	16.2
CNC[C@@H]1Oc2cc(C#CC3(O)CCCC3)ccc2S(=O)(=O)N([C@@H](C)CO)C[C@@H]1C	-8.0	4.0	10.2	5.8	7.6	-1.0	0.2	-3.4
CN(C(=O)c1ccc2c(=O)n3c(nc2c1)CCCCC3)c1ccccc1Cl	-0.7	4.9	-20.2	0.2	5.9	-5.8	-0.7	-0.1
CCCNC(=O)[C@@H]1[C@@H](CO)[C@@H]2Cn3c(ccc(-c4cccc(F)c4)c3=O)[C@H]1N2C(=O)c1ccccn1	-5.7	.	-16.1	-15.7	-0.3	-3.9	-0.4	4.6
COc1cccc(CN2CCc3ccc(NC(=O)CCc4ccc(C)cc4)cc3C2)c1O	-7.0	-8.0	2.2	-8.6	5.4	.	-0.4	.
Cc1nc(NC(=O)COC(=O)c2cc3c(s2)CCC(C)C3)c(Cl)cc1Cl (stereo unspecified)	-11.5	-6.6	-3.8	18.1	.	.	-1.3	3.5
CN(C)CC(=O)N[C@H]1CC[C@@H](CCn2cc(CN(C)C)nn2)O[C@H]1CO	5.5	.	3.9	-10.6	-1.4	-2.2	0.1	-4.4
C/C(=N\NC(N)=S)C1(C)CC2(CC(C)(C)OC2=O)C(=O)O1 (stereo unspecified)	-6.4	-2.1	-13.5	-28.3	-7.3	-2.7	2.0	8.6
COC(=O)C1=CN(c2ccc(OC)cc2OC)C(N)=C(C#N)C1c1ccc(OC)cc1 (stereo unspecified)	35.0	.	-6.2	-0.9	.	.	.	0.9
CCN(CC(=O)Nc1cc(Cl)ccc1C)C(=O)c1ccc2c(c1)NC(=O)C(C)S2 (stereo unspecified)	-4.1	12.8	-6.8	23.5	1.0	-10.2	-1.7	-6.7
C[C@@H](NC(=O)C[C@H]1C=C[C@H](NC(=O)C2CCOCC2)[C@@H](CO)O1)c1ccccc1	25.1	.	1.2	-5.4	-1.6	-1.1	-2.8	-5.6
Cc1ccc(S(=O)(=O)Oc2ccc3ccc(O)cc3c2)cc1	3.9	0.5	-51.6	-38.4	-0.3	-2.5	9.4	3.2
O=C(NC1CCN(Cc2ccccc2)CC1)c1ccc(Cn2c(=S)[nH]c3ccc(N4CCOCC4)cc3c2=O)cc1	1.7	15.2	.	-46.3	1.5	-13.5	0.7	-26.2
CC1=C(C(=O)N(C(C)C)C(C)C)CC(CC(=O)NC2CCCC2)C(=O)N1Cc1ccc(F)cc1 (stereo unspecified)	0.3	1.6	4.0	-21.3	-3.6	-2.1	-1.0	2.1
CCc1cnc(N2[C@H](C#N)[C@H](c3ccc(C4=CCCC4)cc3)[C@H]2CO)s1	-1.2	7.4	-1.9	10.0	-1.1	-4.9	-0.9	11.7
Cc1ccc(OCC(=O)NNC(=O)C2CCN(c3nc(C)cc(C)n3)CC2)cc1	-4.4	.	4.7	.	2.7	-5.3	-3.4	.
COc1ccccc1C(=O)COC(=O)CCNS(=O)(=O)c1ccc(C)c(C)c1	-1.2	4.3	-8.6	-0.1	1.5	.	-1.1	1.1
Cc1ccc(S(=O)(=O)N[C@H]2CC[C@H](CCNC(=O)C3CCC3)O[C@@H]2CO)cc1	0.8	.	7.9	-2.3	5.3	-7.9	0.2	-1.9

Other entries follow.
SMILES	S100A4 inh HTS	FN deposit inh	LGR2 inh	PAX8 inh HTS	PglD DTNB	PGC1a acetyl inh	ERAP1 HTS inh	EWS-Fli block
O=C(CN1CCOCCOCCN(CC(=O)Nc2ccccc2)CCOCC1)Nc1ccccc1	.	-5.9	.	4.0	3.8	7.4	.	.
COc1ccc(S(=O)(=O)N2CCCCN3[C@H](CO)[C@@H](c4ccc(C#CCC(C)C)cc4)[C@H]3C2)cc1	.	.	8.3	8.1	0.9	1.9	.	-7.1
O=C(Nc1ncc(Cc2cccc(C(F)(F)F)c2)s1)C1CCCO1 (stereo unspecified)	0.0	3.7	-21.4	-4.3	4.7	-7.1	-0.7	-28.4
Cc1c(C(=O)Nc2ccc(Br)cc2)cnn1C	.	19.3	8.5	-42.8	0.8	.	.	.
CC(=O)Nc1ccc(NC(=O)Cn2cnc3c(nnn3Cc3ccc(F)cc3)c2=O)cc1	-8.2	.	17.5	-2.0	-0.9	.	-3.0	1.1
CC1(C)CC(NC(=O)c2ccc(F)cc2)CC(C)(C)N1	-0.3	-5.3	-16.4	3.3	5.9	2.6	2.5	-1.5
COc1ccc(S(=O)(=O)Nc2ccc3c(c2)C(=O)N([C@H](C)CO)C[C@H](C)[C@H](CN(C)C)O3)cc1	10.6	.	2.6	-9.9	2.7	9.6	0.4	-17.8
Cc1ccc(N2CC(=O)N(CC(=O)O)C2=O)cc1	-12.4	.	9.4	-3.3	-8.5	9.1	-1.5	-9.8
COc1ccccc1/C=N/NC(=O)c1ccc(NC(=O)c2ccccc2Br)cc1	1.2	4.3	1.7	-12.7	.	.	1.3	7.8
C[C@@H]1CN([C@@H](C)CO)C(=O)c2cc(Br)cnc2O[C@@H]1CN(C)C(=O)c1ccc(F)cc1	9.7&-1.3	-0.8&-5.5	-6.1	-2.1&0.7	-0.4	2.8	1.4	3.3&-1.4
Oc1cccc(-c2csc(C(O)(c3ccccc3)C(F)(F)F)n2)c1 (stereo unspecified)	-2.8	.	35.2	23.5	3.6	-19.3	2.9	12.1
Cc1cc(OC(C)C(=O)Nc2cccnc2)ccc1Cl (stereo unspecified)	-3.6	-2.3	-2.3	6.7	-1.9	7.6	3.6	-13.1
COCC#Cc1cnc2c(c1)C(=O)N([C@@H](C)CO)C[C@@H](C)[C@H](CN(C)C(=O)CN1CCOCC1)O2	19.6	-5.2	-5.4	-2.7	-0.7	17.5	0.4	-15.8
CNC[C@H]1OCCCC[C@@H](C)Oc2ccc(NS(=O)(=O)c3c(C)noc3C)cc2C(=O)N([C@H](C)CO)C[C@H]1C	.	.	0.4	-17.5	0.4	7.0	.	5.9
O=C(CCc1nc(-c2ccccn2)no1)NCc1ccc2c(c1)OCO2	-4.2	-2.3	7.9	11.2	2.0	-5.4	.	2.4
CC(NS(=O)(=O)c1ccc([N+](=O)[O-])cc1)C(=O)NN (stereo unspecified)	2.6	2.2	9.6	-16.8	2.7	20.9	-0.1	-0.3
CC(C)(C)c1ccc(NC(=O)COC(=O)c2ccc([N+](=O)[O-])s2)cc1	.	.	-17.1	-2.6	3.0	7.2	.	6.1
C[C@@H]1CN([C@H](C)CO)C(=O)c2c(c3ccccc3n2C)-c2ccccc2CO[C@H]1CN(C)C(=O)[C@@H](Cc1ccccc1)N(C)C	-5.9	-2.3	13.8	10.9	-3.9	-1.1	0.9	1.3
COc1ccc(CCCCCCOCc2ccccc2)cc1	0.5	-4.0	-21.6	1.0	-4.6	-13.0	3.1	-15.2
O=C(NCc1ccco1)c1ccc(Cl)c(S(=O)(=O)N2CCc3ccccc32)c1	-3.9	6.5	.	1.7	.	.	1.3	-17.2
CC(C)(C)c1csc(NC(=O)Nc2ccccc2)n1	-3.3	-1.6	-158.9	-263.6	-6.5	-0.1	-1.1	-131.9
COc1ccc(-c2ccc3c(c2)[C@H]2[C@H](CCN2S(=O)(=O)c2ccc(F)cc2)[C@H](CO)N3C)cc1	-7.6	5.6	15.6	93.8*	.	11.1	-0.6	4.7
O=C(C[C@H]1C[C@H]2c3cc(NC(=O)C4CCC4)ccc3O[C@H]2[C@H](CO)O1)NCCN1CCCCC1	11.7	-2.7	1.3	-1.7	-2.3	4.5	1.1	-10.2
C[C@@H]1CN([C@@H](C)CO)C(=O)c2cc(NC(=O)c3ccncc3)ccc2O[C@@H]1CN(C)Cc1ccc(C(=O)O)cc1	-2.5	.	-3.8	-4.5	1.2	-0.4	5.3	-0.1
O=C(NNC(=O)C1[C@H]2CCCC[C@@H]12)Nc1cccc2ccccc12 (stereo partly specified)	11.3	3.9	0.3	7.1	1.9	-5.7	.	3.2

Further entries:
SMILES	S100A4 inh HTS	FN deposit inh	LGR2 inh	PAX8 inh HTS	PglD DTNB	PGC1a acetyl inh	ERAP1 HTS inh	EWS-Fli block
CCC(C)C(NS(=O)(=O)c1ccc(C)cc1)C(=O)NCCCN1CCOCC1 (stereo unspecified)	-3.4	-1.0	-0.6	-23.2	-0.6	-2.6	3.7	-1.6
CN1CCN(C(=O)C[C@H]2C[C@@H]3c4cc(NC(=O)C5CCOCC5)ccc4O[C@@H]3[C@@H](CO)O2)CC1	4.5	-5.7	5.2	-5.4	0.8	5.9	0.7	-8.0
O=C(NCCO)c1cccc(-c2cc(Nc3ccc(OC(F)(F)F)cc3)ncn2)c1	5.7	-0.4	19.2	29.5	.	.	.	13.4
CN(C)Cc1cc(O)c(CN(C)C)cc1O	6.4	2.3	.	-11.8	.	.	-0.6	-1.1
CCC1CCCCN1CCCNC(=O)CCC(=O)N1CCOc2ccccc21 (stereo unspecified)	-13.2	11.6	11.0	6.2	-0.1	3.7	1.6	4.8
CCn1c(CC(=O)Nc2ccc(F)cc2)nnc1SCC(=O)Nc1nncs1	-0.5	3.0	-3.3	4.3	4.4	-17.5	-0.5	16.9

Profiles from above.
`COCC#Cc1cnc2c(c1)C(=O)N([C@@H](C)CO)C[C@@H](C)[C@H](CN(C)C(=O)CN1CCOCC1)O2` is entered as S100A4 inh HTS: 19.6; FN deposit inh: -5.2; LGR2 inh: -5.4; PAX8 inh HTS: -2.7; PglD DTNB: -0.7; PGC1a acetyl inh: 17.5; ERAP1 HTS inh: 0.4; EWS-Fli block: -15.8
`COc1ccccc1C(=O)COC(=O)CCNS(=O)(=O)c1ccc(C)c(C)c1` is entered as S100A4 inh HTS: -1.2; FN deposit inh: 4.3; LGR2 inh: -8.6; PAX8 inh HTS: -0.1; PglD DTNB: 1.5; PGC1a acetyl inh: .; ERAP1 HTS inh: -1.1; EWS-Fli block: 1.1
